AHR activator – human AHR activation; AHR-responsive luciferase reporter cells, luminescence; AID 2796; 2.5% of 320,000 active; P35869; activation, % at 5 µM; in the data active = activation above about 47%;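 also: 0% = vehicle wells and 100% = reference agonist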
Target sequence (P35869 whole entry, looked up): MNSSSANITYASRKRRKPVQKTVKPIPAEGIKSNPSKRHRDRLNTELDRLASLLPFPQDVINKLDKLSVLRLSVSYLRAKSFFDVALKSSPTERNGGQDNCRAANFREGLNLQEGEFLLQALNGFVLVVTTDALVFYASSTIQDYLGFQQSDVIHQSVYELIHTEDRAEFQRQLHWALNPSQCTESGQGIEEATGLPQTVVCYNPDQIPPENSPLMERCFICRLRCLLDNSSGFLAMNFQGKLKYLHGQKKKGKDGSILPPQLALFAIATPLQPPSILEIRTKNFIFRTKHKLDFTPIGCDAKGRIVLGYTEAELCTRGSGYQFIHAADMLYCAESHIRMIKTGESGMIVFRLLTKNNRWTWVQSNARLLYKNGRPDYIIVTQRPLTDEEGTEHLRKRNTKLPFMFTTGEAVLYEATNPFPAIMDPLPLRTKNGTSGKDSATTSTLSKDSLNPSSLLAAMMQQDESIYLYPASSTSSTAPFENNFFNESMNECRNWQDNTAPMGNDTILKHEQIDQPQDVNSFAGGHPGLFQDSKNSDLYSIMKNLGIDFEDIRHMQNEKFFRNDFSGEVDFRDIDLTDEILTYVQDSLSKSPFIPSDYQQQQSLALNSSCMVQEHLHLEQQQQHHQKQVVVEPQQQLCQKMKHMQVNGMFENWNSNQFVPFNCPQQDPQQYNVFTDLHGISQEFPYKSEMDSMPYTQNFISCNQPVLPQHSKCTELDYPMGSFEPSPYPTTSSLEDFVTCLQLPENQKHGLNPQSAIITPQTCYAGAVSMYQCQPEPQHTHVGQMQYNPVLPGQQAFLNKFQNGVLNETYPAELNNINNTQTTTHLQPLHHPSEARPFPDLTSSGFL
AGP1-GFP MLPCN – modulators of TOR pathway AGP1-GFP in S. cerevisiae; S. cerevisiae AGP1-GFP multiplex flow cytometry, 3 h; GFP as percent of DMSO wells; GFP response vs DMSO, % at 10 µM; 0.02% of 320,000 active;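 active = GFP response relative to DMSO above a set limit, near screen average plus 3 SD, cut at about 150% in these data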;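 also: median GFP channel fluorescence of the gated AGP1 strain per well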
LAP4-GFP MLPCN – modulators of TOR pathway LAP4-GFP in S. cerevisiae | S. cerevisiae LAP4-GFP multiplex, flow cytometry GFP, 3 h; median GFP as percent of DMSO wells | GFP response vs DMSO, % at 10 µM | AID 2023 | 0.34% of 320,000 active;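 active = GFP response vs DMSO above a set limit, about the screen mean plus 3 SD, cut at about 150% in these data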
CR mimetic SO – yeast age-related superoxide inhibition as caloric restriction mimetic | 0.18% of 330,000 active | S. cerevisiae aged cells, superoxide DHE fluorescence; active compounds read low | superoxide response (% of plate mean), % at 10 µM | AID 2690;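 active = superoxide response under a set limit, about three screen SD below normal, cut at about 65% in these data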;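 also: yeast aged for seven days with compound at 30 °C before DHE staining; 100% = average MFI of all compound-treated wells on the plate with controls excluded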
Efflux pump inh – inhibitors of Candida antifungal efflux pumps expressed in yeast | S. cerevisiae Candida pump triplex, Nile Red efflux | inhibition, % at 10 µM | 0.44% of 330,000 active | AID 485275;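 active = plate passing quality check with inhibition over a set limit, or well fluorescence over plate mean plus 4 SD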;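 also: Nile Red retained in pooled yeast measured as flow cytometry median fluorescence; 0% = buffer negative control and 100% = Enniatin B positive control; higher means more Nile Red kept so more efflux inhibition; some compounds called inactive have numbers as strong as hits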
MEP2-GFP yeast – yeast TOR pathway MEP2-GFP modulation; GFP response vs DMSO, % at 10 µM; 0.51% of 330,000 active; AID 2016; S. cerevisiae MEP2-GFP strain, flow cytometry GFP, 3 h; 100% = DMSO control level;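 active = GFP response versus DMSO above a set limit, roughly screen mean plus 3 SD, cut at about 180% in these data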;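 also: median GFP fluorescence of the barcode-gated MEP2-GFP cells per well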
RPL19A-GFP yeast – yeast TOR pathway RPL19A-GFP modulation; 0.3% of 330,000 active; S. cerevisiae RPL19A-GFP strain, flow cytometry, 3 h; active compounds read low; percent response vs DMSO, % at 10 µM;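 active = percent response vs DMSO below 50%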;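 also: median channel GFP fluorescence of the barcoded RPL19A-GFP strain; ratio of sample median GFP to plate DMSO average so 100% = DMSO; lower means less RPL19A-GFP as with rapamycin TOR inhibition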
CIT2-GFP yeast – modulators of TOR pathway CIT2-GFP in S. cerevisiae; 0.065% of 320,000 active; S. cerevisiae CIT2-GFP strain, flow cytometry, 3 h; 100 means same as DMSO wells; GFP response vs DMSO, % at 10 µM;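 active = GFP response relative to DMSO above a set limit, near the screen mean plus 3 SD, cut at about 150% in these data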;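 also: ratio of well median GFP fluorescence to mean of DMSO wells on the plate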
Active calls of the source: *; / = not tested or not shown. Compounds were not picked by outcome; any-hit rate near 3.9%.

| mol | AHR activator | AGP1-GFP MLPCN | LAP4-GFP MLPCN | CR mimetic SO | Efflux pump inh | MEP2-GFP yeast | RPL19A-GFP yeast | CIT2-GFP yeast |
| --- | --- | --- | --- | --- | --- | --- | --- | --- |
| Cc1csc(=Nc2c(C)n(C)n(-c3ccccc3)c2=O)n1-c1ccccc1 | 2 | 93 | 96 | 107 | -0.1 | 110 | 107 | 100 |
| Cc1c(NCc2cc(Cl)cc(Cl)c2O)c(=O)n(-c2ccccc2)n1C | 8 | 96 | 91 | 91 | 0.2 | 93 | 98 | / |
| COC(=O)C1=Cc2cc(OC)cc([N+](=O)[O-])c2OC1N1CCOCC1 (stereo not drawn) | 1 | 97 | 95 | 93 | 0.1 | 102 | 104 | 104 |
| CCOC(=O)C(=Cc1ccc(-n2cncn2)cc1)C(=O)OCC | 2 | 93 | 112 | 104 | 0.2 | 98 | 100 | 94 |
| COc1ccc(/C=C2\SC(=S)N(CCCC(=O)N3CCN(C)CC3)C2=O)cc1 | -1 | 97 | 99 | 106 | -0.2 | 103 | 100 | 96 |
| CC(=O)c1c(C)[nH]c(C(=O)NCc2ccc(F)cc2)c1C | 0 | 91 | 91 | 95 | 0.0 | 97 | 93 | / |
| O=S(=O)(Nc1nc2ccccc2nc1N1CCN(c2ccccc2F)CC1)c1ccc(Cl)cc1 | -1 | 106 | 101 | 97 | 0.0 | 99 | 99 | 106 |
| CCN(C(=O)CSc1nnc(COc2cccc(C)c2)o1)c1nc(C)cs1 | 1 | 100 | 95 | 97 | -0.1 | 91 | 100 | 101 |
| c1ccc(CN2CCN(c3nc(-c4ccccc4)nc(-n4ccnc4)n3)CC2)cc1 | -12 | 102 | 105 | 98 | 0.6 | 101 | 96 | 99 |
| CCOc1cccc(C(=O)NC(=S)NCc2cccnc2)c1 | 23 | 102 | 95 | 97 | -0.1 | 109 | 105 | 102 |
| Fc1cccc(Cn2cc(C(=S)N3CCOCC3)c3ccccc32)c1 | 2 | 98 | 96 | 111 | 0.0 | 102 | 104 | 94 |
| COC(=O)c1c(SCC(=O)Nc2ccc(C)c(C)c2)nc(=O)[nH]c1C | 4 | 100 | 100 | 104 | -0.1 | 101 | 95 | 94 |
| CC(=O)Nc1ccc(S(=O)(=O)NCc2ccc3c(c2)cc(C)n3C)cc1 | 1 | 104 | 103 | 83 | 0.0 | 100 | 101 | 105 |
| O=C(CCc1ccccc1)Nc1cc(Cl)ccc1O | -3 | 99 | 108 | 98 | -0.1 | 99 | 101 | 99 |
| O=C(Cc1ccc(Cl)cc1)NCc1nc(-c2ccccc2)no1 | -1 | 107 | 97 | 120 | -0.1 | 96 | 103 | 105 |
| O=C(NC1CCN(C(=O)N2c3ccccc3Sc3ccccc32)CC1)c1ccco1 | 5 | 93 | 91 | 102 | 0.3 | 93 | 94 | 93 |
| O=C(CSc1ncccc1-c1nc2ccccc2[nH]1)NCc1ccco1 | 22 | 106 | 98 | 106 | 0.1 | 106 | 100 | 109 |
| CCCCn1c(=O)[nH]c(=O)c2c1nc(-c1ccc(C(F)(F)F)cc1)n2C | 5 | 106 | 98 | 92 | -0.1 | 114 | 104 | 103 |
| Brc1ccccc1-c1cnco1 | -3 | 97 | 101 | 82 | 0.0 | 105 | 96 | 96 |
| Cc1ccccc1NC(=O)c1cccc(N2C(=O)C3CCCCC3C2=O)c1 (stereo not drawn) | 3 | 102 | 95 | 91 | -0.2 | 101 | 102 | 101 |
| O=C1c2ccccc2C(Nc2ccc3c(c2)OCCO3)N1Cc1ccc2c(c1)OCO2 (stereo not drawn) | 5 | 101 | 102 | 96 | 0.2 | 99 | 96 | 92 |
| Cc1cc(=O)oc2c(C)c(OCC(=O)NCCCN3CCCC3=O)ccc12 | 7 | 102 | 98 | 86 | -0.2 | 100 | 96 | 106 |
| CC1=NN(C(=O)c2ccccc2-n2cccc2)C(O)(C(F)(F)F)C1 (stereo not drawn) | 2 | 100 | 96 | 102 | 0.1 | 101 | 100 | 95 |
| Cc1cc(C)cc(NC(=S)/N=C(\N)Nc2nc(C)c3ccccc3n2)c1 | 21 | 87 | 96 | 100 | -0.3 | 89 | 101 | 82 |
| COc1ccc(/C=C/C(=O)C2CC2)cc1COc1cccc(C)c1C | 10 | 96 | 105 | 88 | -0.1 | 97 | 97 | 99 |
| Cc1ccccc1-n1c(=S)[nH]c2nc3c(cc2c1=O)COC(C)(C)C3 | -1 | 103 | 106 | 97 | -0.1 | 101 | 101 | 101 |
| COc1ccc(-c2csc(NC(=O)CCn3cnc4ccccc4c3=O)n2)cc1OC | -8 | 104 | 99 | 110 | 0.0 | 97 | 99 | 96 |
| O=C(NCCc1ccc2c(c1)OCO2)C1CCN(S(=O)(=O)c2ccc(Cl)cc2)CC1 | 2 | 92 | 100 | 107 | -0.1 | 107 | 96 | 85 |
| O=S(=O)(NCCOCC(F)(F)F)c1ccc2oc3ccccc3c2c1 | 19 | 97 | 97 | 98 | -0.1 | 106 | 95 | 98 |
| COc1ccc(OCC2CNC(=O)O2)cc1 (stereo not drawn) | 5 | 96 | 91 | 96 | -0.2 | 93 | 98 | 101 |
| Cn1c(=O)[nH]c(=O)c2c1nc(N(CCO)Cc1ccccc1)n2Cc1ccccc1Cl | 3 | 104 | 98 | 96 | 0.0 | 105 | 96 | 104 |
| CCOc1ccc(NC(=S)N(CC)Cc2ccccc2)cc1 | 5 | 102 | 105 | 77 | 0.2 | 107 | 100 | 99 |
| COc1ccccc1NC(=O)NCCN1CCN(c2cccc(Cl)c2)CC1 | 2 | 96 | 98 | 108 | 0.6 | 112 | 105 | 95 |
| Cn1ncc2c(O/N=C(\N)c3ccc(C(C)(C)C)cc3)ncnc21 | -2 | 64 | 188* | 96 | 0.1 | 91 | 66 | 118 |
| C1=CC2=NC34CCCCC3CC3=C(CCCC3)N4C2=CC1=NC1CCCCC1 (stereo not drawn) | -3 | 103 | 100 | 95 | 0.4 | 105 | 103 | 93 |
| O=C(N[C@@H](Cc1ccccc1)C(=O)N1CCC2(CC1)NCCc1[nH]cnc12)c1cccc(Br)c1 | -1 | 101 | 99 | 107 | 0.1 | 109 | 100 | 99 |
| CN(c1cccc(NC(=O)c2ccc(Cl)c(S(=O)(=O)Nc3ccccc3)c2)c1)S(C)(=O)=O | 2 | 103 | 111 | 85 | -0.1 | 105 | 106 | 105 |
| Cc1ccc(N2C(=O)N(CC(=O)Nc3cccc(Cl)c3)C(=O)C2C)cc1 (stereo not drawn) | 1 | 107 | 109 | 106 | 0.0 | 107 | 102 | 105 |
| Cc1cc(C)nc(Nc2n[nH]c(C)n2)n1 | 27 | 88 | 85 | 103 | 0.1 | 99 | 92 | 102 |
| COc1ccc(NC(=O)CCSc2cc(C)c3ccccc3n2)cc1 | 5 | / | 130 | 105 | 0.3 | 117 | 104 | 102 |
| CCOc1ccc(N/C(N)=N/c2nc(C)c(C)c(=O)[nH]2)cc1 | 12 | 102 | 100 | 102 | 0.3 | 109 | 101 | 109 |
| Cc1ccc(S(=O)(=O)N2CCCCC2)cc1NC(=O)CSc1nnc(C2CC2)n1N | 2 | 99 | 93 | 109 | -0.3 | 97 | 96 | 103 |
| Cc1cc([N+](=O)[O-])nn1CC(=O)Nc1ccccn1 | -2 | 99 | 96 | 97 | -0.1 | 96 | 104 | 97 |
| COC(C/C=C\[C@H](O)[C@@H](C)OCc1ccccc1)OC | 6 | 92 | 123 | 85 | 0.1 | 98 | 100 | 101 |
| Cc1cc(C)n(C(=O)CNC(=O)C2COc3ccccc3O2)n1 (stereo not drawn) | -1 | 98 | 103 | 137 | 0.2 | 100 | 98 | 105 |
| COc1ccc(/C=N/Nc2nnc(Cc3ccccc3)c(=O)[nH]2)cc1 | 4 | 104 | 98 | 88 | -0.1 | 95 | 98 | 110 |
| Cc1nc2sc(C(N)=O)c(N)c2c2c1CCCC2 | -3 | 99 | 106 | 92 | -0.1 | 97 | 96 | 91 |
| O=C1OCc2cc(NC(=O)C34CC5CC(CC(C5)C3)C4)ccc21 | -1 | 107 | 99 | 92 | -0.1 | 96 | 100 | 102 |
| CCOC(=O)C1Nc2c(F)cc(C)cc2C2c3ccccc3CC12 (stereo not drawn) | 6 | 84 | 141 | 102 | 0.0 | 88 | 94 | 88 |
| COc1ccc(C(NC(=O)c2ccc(-c3ccccc3)cc2)c2ccccc2)cc1 (stereo not drawn) | -2 | 106 | 108 | 109 | -0.1 | 97 | 99 | 99 |
| CCCOc1ccc(S(=O)(=O)NCCCN2CCOCC2)c2ccccc12 | 1 | 109 | 108 | 101 | 0.0 | 112 | 103 | 99 |
| COc1ccc(NC(=O)c2ccc3nc[nH]c3c2)cc1 | 80* | 98 | 93 | 94 | 0.0 | 90 | 103 | 105 |
| CC1CCN(C(=O)CN2C(=O)C(C)(C)Oc3ccc(C(=O)NC4CCCC4)cc32)CC1 | 2 | 100 | 102 | 99 | 0.1 | 102 | 99 | 96 |
| CC(C)(C)c1ccc(NC(=O)COC(=O)C2CCCC2)cc1 | 0 | 100 | 93 | 96 | 0.5 | 98 | 97 | 92 |
| CSCCC1NC(=O)NC1=O (stereo not drawn) | 0 | 93 | 93 | 87 | -0.3 | 97 | 94 | 101 |
| O=C(O)CCCNS(=O)(=O)/C=C/c1ccccc1 | -1 | 99 | 96 | 96 | 0.1 | 103 | 104 | 101 |
| Cc1ccc(-c2nnc(C)c(N3CCCC3)n2)cc1 | 22 | 87 | 85 | 92 | 0.1 | 91 | 88 | / |
| CCOC(=O)C(CC)Sc1ncnc2c1nnn2-c1ccc(F)cc1 (stereo not drawn) | 5 | / | 116 | 95 | 0.1 | 191* | 62 | 94 |
| CCOC(=O)c1c(NC(=O)c2cc(-c3ccc(O)cc3)on2)sc(C(C)=O)c1C | -3 | 105 | 105 | 113 | 0.5 | 117 | 106 | 99 |

Among those listed so far, these contain fluorine.
| mol | AHR activator | AGP1-GFP MLPCN | LAP4-GFP MLPCN | CR mimetic SO | Efflux pump inh | MEP2-GFP yeast | RPL19A-GFP yeast | CIT2-GFP yeast |
| --- | --- | --- | --- | --- | --- | --- | --- | --- |
| CC(=O)c1c(C)[nH]c(C(=O)NCc2ccc(F)cc2)c1C | 0 | 91 | 91 | 95 | 0.0 | 97 | 93 | / |
| O=S(=O)(Nc1nc2ccccc2nc1N1CCN(c2ccccc2F)CC1)c1ccc(Cl)cc1 | -1 | 106 | 101 | 97 | 0.0 | 99 | 99 | 106 |
| Fc1cccc(Cn2cc(C(=S)N3CCOCC3)c3ccccc32)c1 | 2 | 98 | 96 | 111 | 0.0 | 102 | 104 | 94 |
| CCCCn1c(=O)[nH]c(=O)c2c1nc(-c1ccc(C(F)(F)F)cc1)n2C | 5 | 106 | 98 | 92 | -0.1 | 114 | 104 | 103 |
| CC1=NN(C(=O)c2ccccc2-n2cccc2)C(O)(C(F)(F)F)C1 (stereo not drawn) | 2 | 100 | 96 | 102 | 0.1 | 101 | 100 | 95 |
| O=S(=O)(NCCOCC(F)(F)F)c1ccc2oc3ccccc3c2c1 | 19 | 97 | 97 | 98 | -0.1 | 106 | 95 | 98 |
| CCOC(=O)C1Nc2c(F)cc(C)cc2C2c3ccccc3CC12 (stereo not drawn) | 6 | 84 | 141 | 102 | 0.0 | 88 | 94 | 88 |
| CCOC(=O)C(CC)Sc1ncnc2c1nnn2-c1ccc(F)cc1 (stereo not drawn) | 5 | / | 116 | 95 | 0.1 | 191* | 62 | 94 |
